TLR4 MyD88 comp – inhibitors of TLR4-MyD88 association in cells, primary screen, cell-based, HeLa CL3-4, BLA complementation, FRET ratio. inhibition, % at 8.4 µM. actives 0.18% (n = 200,000). HeLa CL3-4 TLR4/MyD88 BLA complementation. Toll-like receptor 4 (Homo sapiens) + Myeloid differentiation primary response protein …; in the data active = inhibition above about 25%;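 also: 0% = vehicle and 100% = reference inhibitor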
Target sequence (O00206 whole entry, looked up): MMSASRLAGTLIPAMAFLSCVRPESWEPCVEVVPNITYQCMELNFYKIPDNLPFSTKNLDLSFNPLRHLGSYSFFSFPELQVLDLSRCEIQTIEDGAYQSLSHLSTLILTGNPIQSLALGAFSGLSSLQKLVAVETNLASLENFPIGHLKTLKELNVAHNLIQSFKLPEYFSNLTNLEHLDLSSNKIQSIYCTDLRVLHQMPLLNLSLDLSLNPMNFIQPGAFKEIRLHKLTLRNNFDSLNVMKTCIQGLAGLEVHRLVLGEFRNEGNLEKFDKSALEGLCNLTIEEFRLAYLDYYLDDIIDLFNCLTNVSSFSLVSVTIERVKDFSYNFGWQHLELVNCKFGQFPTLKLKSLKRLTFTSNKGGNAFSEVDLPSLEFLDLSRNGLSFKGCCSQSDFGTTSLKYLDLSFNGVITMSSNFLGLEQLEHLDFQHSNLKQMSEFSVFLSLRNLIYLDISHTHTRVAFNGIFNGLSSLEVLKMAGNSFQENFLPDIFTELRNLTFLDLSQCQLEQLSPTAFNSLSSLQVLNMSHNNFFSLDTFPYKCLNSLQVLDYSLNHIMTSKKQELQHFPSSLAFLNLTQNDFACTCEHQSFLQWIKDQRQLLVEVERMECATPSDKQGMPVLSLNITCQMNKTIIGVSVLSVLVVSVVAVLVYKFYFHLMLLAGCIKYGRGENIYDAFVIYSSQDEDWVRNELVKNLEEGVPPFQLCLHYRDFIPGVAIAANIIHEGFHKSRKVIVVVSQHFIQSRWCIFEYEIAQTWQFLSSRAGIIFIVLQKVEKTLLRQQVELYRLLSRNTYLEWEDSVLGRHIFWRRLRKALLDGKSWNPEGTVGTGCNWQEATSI
Target sequence (Q99836 whole entry, looked up): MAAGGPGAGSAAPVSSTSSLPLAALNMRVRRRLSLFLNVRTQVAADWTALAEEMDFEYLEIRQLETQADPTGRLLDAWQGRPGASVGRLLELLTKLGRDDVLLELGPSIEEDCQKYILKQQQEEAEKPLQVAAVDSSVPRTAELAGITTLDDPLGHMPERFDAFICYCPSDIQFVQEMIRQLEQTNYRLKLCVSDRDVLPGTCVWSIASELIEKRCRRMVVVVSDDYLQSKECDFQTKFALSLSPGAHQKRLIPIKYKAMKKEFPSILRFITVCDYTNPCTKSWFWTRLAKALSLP
PPARg SRC-3 ag – PPARgamma agonists recruiting SRC-3 coactivator, primary screen, biochemical; Peroxisome proliferator-activated receptor gamma (Homo sapiens), P37231; biochemical PPARgamma/SRC-3 coactivator recruitment assay; activation, % at 8 µM; actives 0.26% (n = 200,000); AID 731, 2007; in the data active = activation above about 23%;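 also: 0% = DMSO and 100% = reference agonist; some compounds past the cut are filed as inactive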
STAT3 blocker – IL-6 driven STAT3 reporter inhibitors, primary screen, U3A cells, luciferase, luminescence, MLSCN library | inhibition, % at 5.5 µM | AID 862, 2007 | actives 0.89% (n = 190,000) | IL-6 STAT3-luciferase reporter; host cell line lacks STAT1;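 active = inhibition above the mean inhibition across all screened compounds plus 3 SD, cut at about 44% in these data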;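 also: 0% = DMSO only wells and 100% = 100 µM nifuroxazide control wells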
PPARg SRC2 recr – agonists of PPARg-SRC-2 recruitment, primary screen, biochemical, HTS. PPARgamma LBD-SRC-2 recruitment. actives 0.34% (n = 200,000). AID 1032, 2008. Peroxisome proliferator-activated receptor gamma (Homo sapiens), P37231. activation, % at 8 µM; in the data active = activation above about 22%;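 also: 0% = vehicle and 100% = reference agonist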
STAT3 activator – IL-6 driven STAT3 reporter potentiators, primary screen, U3A cells, luciferase, luminescence, MLSCN library; IL-6 STAT3-luciferase reporter; 100% = signal with IL-6 EC80 alone; activation (% of control), % at 5.6 µM; actives 0.91% (n = 190,000); AID 871, 2007;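 active = activation above the screen-wide mean of compound activation plus 3 SD, cut at about 130% in these data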;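 also: 0% = background luminescence of wells with medium and substrate only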
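Test system: STAT3-luciferase reporter U3A cells; Detection: reporter luminescence signal; Times: 1 h compound pre-exposure, 6 h IL-6 stimulation, 37 °C; Benchmarks: IL-6-only high control; Also added: IL-6 stimulus at 33 ng/mL final.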
S1P3 antag – S1P3 receptor antagonists, primary screen, cell-based; CHO S1P3 NFAT-BLA reporter, FRET fluorescence, antagonist mode; actives 0.27% (n = 170,000); inhibition, % at 4.98 µM; Sphingosine 1-phosphate receptor 3 (Homo sapiens), Q99500; AID 485, 2006;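 active = inhibition above the plate cutoff, the mean inhibition of test wells on that plate plus 3 SD, cut at about 28% in these data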;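 also: cells challenged with S1P at its EC80 of 0.8 µM; blue over green emission ratio from cleaved BLA substrate after 4 h stimulation; 0% = S1P-stimulated wells and 100% = unstimulated DMSO-only wells; some compounds past the cut are filed as inactive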
RAM network inh – inhibitors of the yeast RAM network, primary screen, dse1pr::URA3 reporter, 5-FOA selection; S. cerevisiae dse1pr::URA3 reporter, 5-FOA growth OD615, 2 d; analog-sensitive cbk1-as2 kinase mutant strain; inhibition, % at 50 µM; actives 1.8% (n = 190,000); AID 868, 2007;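 active = inhibition above a set limit, 3 SD over mean compound inhibition, cut at about 8.4% in these data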;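 also: 0% = DMSO-only wells with no growth and 100% = 10 µM 1-NA-PP1 full growth; inhibition rescues growth on 5-FOA so higher OD means more RAM inhibition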
STAT1 inh – STAT1 signaling inhibitors, primary screen, cell-based, HTS, luciferase reporter | inhibition, % at 5.5 µM | actives 0.35% (n = 200,000) | NIH 3T3 STAT1-luciferase reporter, IFN-gamma, luminescence | AID 920, 2007;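 active = inhibition above a set limit, the mean inhibition across all tested compounds plus 3 SD, cut at about 34% in these data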;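 also: 0% = IFN-gamma with DMSO and 100% = IFN-gamma with 300 µM nifuroxazide; values of inactives mirror those of a sister screen read the other way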
SRC2 TRFRET art – TR-FRET signal artefacts, primary screen, artefact control for PPARgamma SRC-2 agonist project, biochemical. TR-FRET artefact counter-screen; active compounds read high. TR-FRET ratio at 8 µM. actives 0.4% (n = 200,000); in the data active = TR-FRET ratio above about 2000; also: inactives centre near 1500
PPARg SRC-1 ag – PPARgamma agonists recruiting SRC-1 coactivator, primary screen, biochemical; Peroxisome proliferator-activated receptor gamma (Homo sapiens), P37231; PPARgamma-SRC-1 coactivator recruitment biochemical assay; activation, % at 8 µM; actives 0.41% (n = 200,000); in the data active = activation above about 19%;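 also: 0% = DMSO and 100% = reference agonist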
ROMK primary – ROMK potassium channel modulators, primary screen, cell-based, thallium flux, MLSMR library; ATP-sensitive inward rectifier potassium channel 1 (Homo sapiens), P48048; Tet-inducible ROMK, thallium flux fluorescence; actives lie on both sides; B-score at 10 µM; actives 2% (n = 130,000);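 active = signal ratio slope over the read window, or its plate-corrected B-score, at least 3 SD from the plate mean, either direction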;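 also: B-score of the F/F0 ratio slope over 7 to 12 s after thallium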
The depositor's hits bear a star; x = no result given.

SMILES	TLR4 MyD88 comp	PPARg SRC-3 ag	STAT3 blocker	PPARg SRC2 recr	STAT3 activator	S1P3 antag	RAM network inh	STAT1 inh	SRC2 TRFRET art	PPARg SRC-1 ag	ROMK primary
Cn1cc([N+](=O)[O-])c(C(=O)NCc2cc3ccccc3[nH]2)n1	12.0	7.9	-3.7	4.3	101.7	-14.1	1.1	5.6	1611	2.6	1.3
CC1(C)CNc2cc([N+](=O)[O-])ccc2S1	8.5	7.6	5.1	13.5	99.0	8.1	-0.2	-10.5	1806	11.3	-1.17
CSc1nc(-c2ccccc2)nc(N)c1C(C)=O	-9.2	3.7	3.7	0.8	97.0	x	4.4	-3.5	1650	3.7	-0.265
COc1ccc(Oc2nc3c(c(=O)n(C)c(=O)n3C)n2Cc2cccc(OC)c2)cc1	18.3	-3.2	10.8	0.6	95.8	x	3.2	-1.0	1512	2.7	0.0345
COc1ccc2c(C)cc(Sc3nnnn3-c3ccccc3)nc2c1	1.1	1.3	32.4	4.0	73.8	-8.4	3.2	0.9	1420	3.7	x
Cc1ccc(NC(=O)CSc2nnc(-c3cccnc3)s2)cc1	-17.4	-4.1	-3.2	6.4	104.5	-7.3	2.9	1.0	1595	1.8	x
CC(=O)c1c(C)[nH]c(C(=O)CSc2nnc(-c3ccco3)o2)c1C	7.4	4.2	18.9	10.0	87.5	-3.7	0.5	0.4	1762	9.9	0.014
Cc1nn(C)c(C(=O)N/N=C/c2cc3c(cc2Br)OCO3)c1Br	-11.9	2.6	0.6	7.5	99.7	-14.1	5.1	1.3	1585	3.6	1.33
O=C(Nc1cccc(Cl)c1)OCCN1CCN(Cc2ccccc2)CCC1=O	-4.0	3.0	7.9	7.2	91.0	-4.8	0.4	1.8	1608	3.5	-0.599
CC(Oc1ccccc1Cl)C(=O)N(Cc1ccco1)C1CCS(=O)(=O)C1 (stereo unspecified)	1.9	-3.0	4.8	-4.2	101.4	4.7	1.5	1.0	1479	-2.6	0.14
COc1ccc(NC(=O)CN2CCC(NC(=O)C3CCCCC3)CC2)cc1	-8.4	-1.0	10.9	4.7	97.2	-0.5	0.4	-5.8	1613	1.4	-0.218
C=CCNC(=O)c1ccccc1NC(=O)c1ccccc1N(C)S(C)(=O)=O	12.5	3.8	6.5	1.2	100.5	-3.8	2.0	-2.5	1471	0.6	1.08
COc1ccc(OC)c(NC(=O)c2cccnc2Sc2cc(C)ccc2C)c1	-7.9	4.5	-4.6	9.5	102.6	9.4	2.5	-5.2	1637	2.6	-0.447
CCOc1ccccc1NC(=O)CSc1nnc2c(CC)c(C)nc(N)n12	-4.2	-4.0	-0.9	0.1	100.5	-5.7	1.0	-0.2	1438	-4.5	x
Cc1cc(C)c(C2=CSC3=NS(=O)(=O)CCN23)c(C)c1	1.9	0.2	3.9	-7.2	101.6	-20.0	0.3	-5.2	1522	9.2	0.131
Cc1ccc(S(=O)(=O)NN2C(=O)c3ccccc3NC2c2ccccn2)cc1 (stereo unspecified)	-4.0	-0.9	3.4	4.7	101.4	8.1	1.6	7.0	1669	0.6	-0.67
CSc1cccc(NC(=O)CN(c2cc(C)ccc2C)S(C)(=O)=O)c1	-2.6	1.8	4.5	2.1	101.4	25.0	0.7	-1.2	1554	-1.4	x
CSc1ccc(CN2CCCC(CNC(=O)c3ccc(F)cc3)C2)cc1 (stereo unspecified)	-13.9	4.2	10.3	3.0	95.7	3.7	0.3	9.5	1592	6.9	0.227
Cc1cccc(-n2c(Cc3cc(=O)[nH]c(=O)[nH]3)nnc2SCC(=O)NCC2CCCO2)c1 (stereo unspecified)	-0.5	8.6	-11.0	10.4	113.0	-9.5	2.4	-1.3	1694	7.2	x
CCN(CCNC(=O)CCCn1nc(C)n2c(cc3sccc32)c1=O)c1ccccc1	-3.9	0.9	12.5	13.3	93.8	-21.1	1.4	-7.2	1613	4.6	x
Cc1nn(C)c(C)c1/C=N/O	-2.2	7.8	-4.6	9.3	107.9	x	-0.6	-12.4	1471	0.2	-0.47
CN(c1ccc(C(=O)NC2CC2)cc1)S(=O)(=O)c1ccccc1	-2.3	5.0	-2.6	-2.5	104.5	8.3	0.1	-0.3	1638	11.3	x
COc1ccc(/C=C2\CCc3ccccc3C2=O)cc1OC	-17.8	2.7	3.9	1.7	105.4	x	3.2	7.0	1484	7.8	x
COc1cc(C)ccc1OCCCCOc1ccccc1C(C)=O	-24.2	-1.4	7.4	-4.2	94.5	1.2	1.0	16.1	1565	-1.2	x
COc1ccc2nc3c(cc2c1)c(NC(=O)c1cccs1)nn3CC(C)C	4.3	-9.2	58.9*	3.0	50.8	9.1	1.6	6.7	1582	2.7	x
N#CC1=C(N)Nc2ncnn2C1c1ccccc1 (stereo unspecified)	-4.5	1.7	15.8	8.1	88.2	11.3	0.0	2.3	1703	4.7	x
CCN(CC)C(=O)Nc1ccc(Br)cc1	-5.2	3.0	5.5	8.7	97.0	-19.6	-0.6	-9.8	1769	10.6	-0.995
Cn1c(CC(=O)Nc2ccc(Cl)c(Cl)c2)nnc1SCC(=O)Nc1nccs1	11.5	-3.7	-9.7	-3.7	113.9	x	2.7	-0.5	1539	-3.2	1.08
O=C(Nc1ccc(Cl)cc1)N1CCC(c2ccccc2)C1 (stereo unspecified)	16.2	0.0	4.1	6.0	101.8	21.3	-1.0	-50.0	1545	-0.5	-0.823
CC(/C=N/NC(=O)Cc1cccs1)=C\c1ccco1	-8.5	4.4	9.6	-0.1	97.6	x	-0.1	-13.9	1481	8.7	-0.809
O=C(NCCCN1CCC(Cc2ccccc2)CC1)C1CC(=O)N(C2CCCCCC2)C1 (stereo unspecified)	-0.8	-3.2	6.7	4.1	98.1	x	0.1	1.6	1371	-3.2	-2
COc1cc(NC(=O)COC(=O)CNC(=O)c2ccc(Cl)cc2)c(C)cc1[N+](=O)[O-]	1.6	8.0	7.5	0.9	96.8	2.0	0.8	5.9	1712	2.9	-0.694
Cc1cc(OC(F)F)ccc1NC(=O)Nc1ccc([N+](=O)[O-])cc1	4.2	-7.3	2.1	-6.1	94.1	11.3	5.4	2.4	1268	3.5	x
O=C(Cc1ccccc1)Nc1ccc2oc(-c3ccncc3)nc2c1	0.6	-0.2	17.9	-3.4	88.7	1.0	2.3	1.9	1613	-0.5	x
CC(C)c1ccc(NC(=S)NN2C(C)CCCC2C)cc1 (stereo unspecified)	-7.5	2.6	10.9	2.5	97.7	15.1	1.6	-2.5	1428	-2.2	-0.272
CC(=O)c1cccc(NC(=O)NC(C)c2ccncc2)c1 (stereo unspecified)	3.5	-3.1	2.7	6.5	100.1	-14.6	0.1	-2.9	1519	4.4	0.452
CCOC(=O)CNC(=O)CSc1nc(N(C)C)nc(N2CCOCC2)n1	-10.2	-2.1	3.8	-3.7	99.4	-42.3	1.1	-2.3	1591	1.5	x
CN1C(=O)C(N=Nc2ccccc2C(=O)O)N(C)C1=S (stereo unspecified)	1.3	0.7	22.1	7.5	84.8	4.0	6.1	1.4	1604	3.6	-0.133
O=C(Cn1nnc2ccccc2c1=O)Nc1cc(C(F)(F)F)ccc1N1CCOCC1	-8.6	0.4	-11.6	1.8	114.2	-15.8	3.2	0.4	1703	3.4	-0.00591
COc1ccc(-c2noc(CCC(=O)NCCCN3CCN(c4ccccc4F)CC3)n2)cc1	8.3	4.8	24.0	1.0	87.6	-1.4	0.4	19.2	1646	1.2	-0.226
COc1cc(NC(=O)COc2ccc(Cl)cc2)ccc1-c1cc2ccccc2oc1=O	-3.5	1.8	-12.1	-4.5	107.8	-3.8	1.0	-8.1	1505	-2.3	-0.0407
CC1(C)CC(=O)C(C=NC2CC(C)(C)NC(C)(C)C2)=C(O)C1	-1.1	10.6	2.1	9.4	104.8	x	0.3	-6.0	1473	0.3	-0.00848
Cn1c(=O)c([N+](=O)[O-])c(NCC(O)c2ccccc2)c2ccccc21 (stereo unspecified)	11.4	4.5	14.0	3.3	90.4	-6.3	2.9	13.0	1688	-1.3	x
O=C(Cc1cccc2ccccc12)Nc1ccccc1C(=O)O	0.7	0.0	-29.8	2.2	131.9	x	0.0	2.4	1476	2.8	0.965
CCN1CCC(NC(=O)Nc2ccc(F)cc2)CC1	-5.3	-2.2	3.2	-2.7	107.9	-7.2	1.7	-3.3	1513	-5.5	-0.648
O=C(Nc1ccncc1)c1cc(F)cc(F)c1	14.7	-2.1	6.3	-1.5	97.8	x	1.3	4.4	1434	3.3	x
CCC(=O)Nc1sc2c(c1C#N)CCCCC2	-20.4	-2.4	-1.3	-2.1	101.2	x	0.9	-12.9	1560	-1.5	0.781
c1ccc(-c2cn3c(n2)CCC3)cc1	15.0	2.3	9.0	5.6	98.6	x	-0.2	-26.7	1465	4.2	-0.95
COc1ccc(/C=C/C(=O)c2cc3cccc(OC)c3oc2=O)cc1	7.2	9.2	1.8	0.0	101.4	2.9	1.5	-9.6	1600	5.8	x
c1ccc(-n2ncc3c2ncn2nc(-c4ccco4)nc32)cc1	-4.8	14.7	20.4	46.6*	86.2	-40.7	6.3	-40.5	2763*	12.5	x

For reference, some entries already given:
SMILES	TLR4 MyD88 comp	PPARg SRC-3 ag	STAT3 blocker	PPARg SRC2 recr	STAT3 activator	S1P3 antag	RAM network inh	STAT1 inh	SRC2 TRFRET art	PPARg SRC-1 ag	ROMK primary
Cn1c(=O)c([N+](=O)[O-])c(NCC(O)c2ccccc2)c2ccccc21 (stereo unspecified)	11.4	4.5	14.0	3.3	90.4	-6.3	2.9	13.0	1688	-1.3	x
O=C(Cc1cccc2ccccc12)Nc1ccccc1C(=O)O	0.7	0.0	-29.8	2.2	131.9	x	0.0	2.4	1476	2.8	0.965
CCN1CCC(NC(=O)Nc2ccc(F)cc2)CC1	-5.3	-2.2	3.2	-2.7	107.9	-7.2	1.7	-3.3	1513	-5.5	-0.648
O=C(Nc1ccncc1)c1cc(F)cc(F)c1	14.7	-2.1	6.3	-1.5	97.8	x	1.3	4.4	1434	3.3	x
CCC(=O)Nc1sc2c(c1C#N)CCCCC2	-20.4	-2.4	-1.3	-2.1	101.2	x	0.9	-12.9	1560	-1.5	0.781

Bioassay records (PubChem BioAssay)
